CatB mix inh – human cathepsin B inhibition by mixtures; Purified cathepsin B, AMC dipeptide fluorescence, compound mixtures; hit rate 0.06% among 62,000; P07858; inhibition, %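 (ten-compound pools at 5 µM per compound and 50 µM total)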; in the data active = inhibition above about 22%, passing the limit was not always enough;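 also: 0% = enzyme without compound and 100% = no enzyme blank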
CatB block – inhibitors of human cathepsin B; inhibition, %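 (tested at 10 µM)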; P07858; purified cathepsin B, fluorogenic substrate, fluorescence; hit rate 0.1% among 63,000; in the data active = inhibition above about 21%;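 also: 0% = enzyme with no compound and 100% = no enzyme blank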
FXIIa mix inh – factor XIIa (human) inhibition, mixture screen | purified FXIIa, fluorogenic substrate, pooled mixtures | P00748 | inhibition, % at 5 µM | AID 684 | hit rate 0.2% among 62,000;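 also: 0% = enzyme without compound and 100% = no enzyme blank; some results filed as inactive read as strong as hits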
AP complement – alternative pathway complement inhibition, orthogonal assay | Human serum alternative complement pathway, LPS-coated ELISA, C3 deposition; tested in compound mixtures | inhibition, % at 5 µM | hit rate 0.08% among 62,000 | AID 1235;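 active = inhibition above 30% in each of the two pooled mixtures holding the compound, so the lower value exceeds 30%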;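 also: 0% = serum in Mg-EGTA without compound and 100% = EDTA serum blank; some compounds past the cut are filed as inactive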
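Test system – human serum alternative complement pathway, C3 deposition on LPS-coated wells · Buffer or medium – diluted human serum in Mg2+-EGTA GVB++ · Compound dosing – 5 µM each compound, pools of ten, 50 µM per pool · Schedule – 1 h serum-compound exposure at 37 °C · Measured by – Anti-C3 ELISA, OD 450 nm · Read-out basis – percent inhibition of C3 deposition onto LPS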
CatS inh – human cathepsin S inhibition; P25774; AID 501; inhibition, %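 (tested at 5 µM per compound within 10-compound mixtures)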; recombinant cathepsin S, AMC dipeptide fluorescence, pooled mixtures; hit rate 0.06% among 62,000; in the data active = inhibition above about 32%, passing the limit was not always enough;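 also: 0% = enzyme without compound and 100% = blank without enzyme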
FXIa inh mix – factor XIa (human) inhibition, mixture screen; hit rate 0.19% among 62,000; P03951; purified FXIa, fluorogenic substrate, pooled mixtures; inhibition, % at 5 µM; AID 680;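 also: each value is inhibition by a whole ten-compound pool holding the compound; 0% = enzyme with no mixture and 100% = wells lacking enzyme; strong numbers were not always called active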
Target sequence (P03951 19-387 limits assumed): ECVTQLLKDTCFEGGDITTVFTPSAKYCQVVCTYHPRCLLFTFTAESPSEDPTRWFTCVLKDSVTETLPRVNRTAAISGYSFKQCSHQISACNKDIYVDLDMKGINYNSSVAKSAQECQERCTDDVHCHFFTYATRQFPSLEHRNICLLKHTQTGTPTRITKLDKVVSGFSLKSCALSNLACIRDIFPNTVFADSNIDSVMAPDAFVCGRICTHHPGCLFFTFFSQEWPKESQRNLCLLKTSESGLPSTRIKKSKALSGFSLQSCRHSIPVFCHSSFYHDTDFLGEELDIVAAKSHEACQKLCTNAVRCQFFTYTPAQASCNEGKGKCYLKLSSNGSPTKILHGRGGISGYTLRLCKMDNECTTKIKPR
Target sequence (P03951 388-625 limits assumed): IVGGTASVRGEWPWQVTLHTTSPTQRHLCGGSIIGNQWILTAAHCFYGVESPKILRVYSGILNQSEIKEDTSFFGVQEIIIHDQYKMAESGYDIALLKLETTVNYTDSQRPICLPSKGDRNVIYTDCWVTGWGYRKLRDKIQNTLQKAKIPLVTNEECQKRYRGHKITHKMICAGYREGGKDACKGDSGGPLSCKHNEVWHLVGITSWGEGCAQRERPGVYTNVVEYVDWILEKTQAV
C1s inh – human complement C1s inhibition | AID 538 | hit rate 0.16% among 62,000 | purified C1s, fluorogenic AMC substrate, pooled mixtures | P09871 | mean inhibition % of two 10-compound mixtures (active compounds read high), % at 5 µM (by protocol);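 active = inhibition above 20% in each of the two 10-compound mixture wells holding the compound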;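 also: 0% = enzyme wells lacking compound mixture and 100% = no-enzyme blank wells; some compounds called inactive have numbers as strong as hits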
Cathepsin G inh – cathepsin G (human) inhibition. hit rate 0.2% among 62,000. purified enzyme, AMC-tetrapeptide fluorescence, pooled mixtures. inhibition, % at 5 µM (by protocol);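 active = inhibition above 20% in each of the two mixture wells holding the compound; inactive = inhibition of 20% or less in either well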;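 also: 0% = enzyme control without mixture and 100% = blank lacking enzyme; strong numbers were not always called active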
CatL inh – inhibitors of human cathepsin L. P07711. purified cathepsin L, fluorogenic substrate, fluorescence. inhibition, %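 (tested at 10 µM)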. hit rate 0.17% among 58,000; in the data active = inhibition above about 45%;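 also: 0% = enzyme with no compound and 100% = no enzyme blank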
Target sequence (P07711 114-288 limits assumed): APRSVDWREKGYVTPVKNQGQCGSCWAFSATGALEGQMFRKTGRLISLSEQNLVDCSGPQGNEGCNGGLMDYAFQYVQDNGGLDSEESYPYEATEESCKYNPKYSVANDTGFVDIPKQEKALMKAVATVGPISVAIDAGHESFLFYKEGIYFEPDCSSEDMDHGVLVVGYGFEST
Target sequence (P07711 292-333 limits assumed): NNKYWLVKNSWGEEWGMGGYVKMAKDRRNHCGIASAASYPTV
Active calls of the source: *; . = no result given. Rule as the data show it, unless noted: active = inhibition above about 20% (passing the limit was not always enough); inactive = the rest. An excerpt. The share of hits here may be higher or lower than overall.

SMILES,CatB mix inh,CatB block,FXIIa mix inh,AP complement,CatS inh,FXIa inh mix,C1s inh,Cathepsin G inh,CatL inh
COc1ccc(-n2ncc3c(NCc4cccs4)ncnc32)cc1,2,12,2,-6,3,2,11,9,-3
Nc1nc(Nc2cccc(C(F)(F)F)c2)nc(C(F)(F)F)n1,2,-1,-2,27,-5,-19,6,8,-5
CC(C)(C)S(=O)(=O)c1c(C(=O)O)cccc1C(=O)O,5,6,4,-7,20,-8,-41,-14,3
Cc1ccccc1OCc1nnc(SCC(=O)NCc2ccccc2)n1C,-3,2,10,10,-9,4,5,8,2
NC(=O)c1c(N)sc2c1CCCCC2,4,3,7,13,-4,3,-31,7,-9
CCOC(=O)c1cc(-c2ccc(C)cc2)n(CCC(=O)NCCN(C)C)c1C,0,-1,1,3,-1,4,1,0,9
NCCc1nnc(SCc2ccc(F)cc2)o1,-1,0,8,11,-7,-1,3,9,0
CCOc1ccc2[nH]cc(C(=O)N3CCN(CC)CC3)c(=O)c2c1,4,10,11,-4,7,-2,-36,-8,4
CCOC(=O)N1CCC(NS(=O)(=O)c2ccc3c(c2)OCC(=O)N3)CC1,6,-5,-2,14,-8,8,-4,-2,-6
CCC(=O)Nc1c(C)nn(C(=O)CC)c1C,2,3,8,-10,14,6,17,16,13
CCOc1ccc(NC(=O)CCN2CCN(S(=O)(=O)c3cc(Cl)ccc3OC)CC2)cc1,-3,-2,1,-1,1,3,-19,-1,8
CC(=O)Cc1nsc(NC(=O)c2ccc(COc3ccccc3)o2)n1,2,2,-10,2,0,-5,-2,6,12
CCN(CC)C(=O)CN1C(=O)C2CC=C(Cl)CC2C1=O (centres undefined),5,-4,3,10,19,2,1,-1,8
COc1ccccc1NC(=O)Nc1ncccc1C,7,-1,5,5,4,7,-5,-2,.
COC(=O)COc1ccc(S(=O)(=O)NCCC2=CCCCC2)cc1C,3,5,3,12,-4,1,16,12,11
CN(C)c1nc(Nc2ccc(Cl)cc2)nc(OCC#N)n1,8,0,-17,13,0,6,-6,4,-4
COc1cccc(-c2nnc(NC(C)=O)o2)c1,3,5,5,-3,6,4,13,12,7
CSc1cccc(NC(=O)CSc2nnc(C)s2)c1,-11,-2,-17,-9,-12,-24,-41,-19,-7
Cn1nnnc1SCc1ccc(C(=O)Nc2nccs2)cc1,1,1,2,12,0,-2,-1,-3,-10
COc1ccc(OC)c(S(=O)(=O)NCc2ccccc2)c1,-2,0,0,-16,0,-3,2,11,21
CCSc1nnc(Cc2cc(=O)[nH]c(=O)[nH]2)n1-c1cccc(C)c1,3,3,-2,21,-4,47,48,44,4
COc1ccc(N(CC(=O)NC(C)(C)C)S(=O)(=O)c2ccccc2)cc1OC,2,7,-18,-18,7,-2,-41,-17,-4
Cc1ccc(SCc2nc(-c3ccccn3)no2)cc1,0,5,-4,-1,-2,7,-11,4,5
O=C(Nc1nc2n(n1)C(c1ccccc1)C=C(c1ccccc1)N2)c1ccco1 (centres undefined),1,-2,3,13,-1,6,1,11,-12
CCCCn1cnc2c1c(=O)n(CC(=O)c1cc(C)n(C)c1C)c(=O)n2CC(C)C,1,2,-25,0,1,11,11,12,-2
CC1(C)Oc2ccc(C(=O)N3CCCC3)cc2N(CC(=O)NCc2ccccc2)C1=O,3,0,5,3,-3,5,-1,-1,-1
CCOC(=O)C1=C(C)NC(C)=C(C(=O)OCC)C1C(=O)OCC(=O)c1ccc2c(c1)OCCO2,5,3,6,7,9,9,-1,8,.
O=C(Oc1c(CN2CCOCC2)cc(Cl)c2cccnc12)c1ccc(F)cc1,2,0,1,10,-6,3,-1,-4,-2
COc1cccc(C2CC(c3ccc(C)cc3)Nc3nc(N)nn32)c1 (centres undefined),4,1,3,5,6,6,-3,-10,6
CN1CCN(/C=N/c2sc3c(c2C#N)CCCCC3)CC1,-5,11,2,-5,-20,-2,-189,-9,3
Cc1ccc(-n2ncc3c2ncn2c(-c4ccncc4)nnc32)cc1,1,0,10,-15,-2,1,-3,-4,17
COCCNC(=O)CN1CCN(C(c2ccccc2)c2ccccc2)CC1,1,2,1,-16,19,-5,0,-6,-1
CC(=O)Nc1ccc(OC(=O)c2cccs2)cc1,-12,3,5,9,-9,-10,-42,1,-2
CCN(CC)S(=O)(=O)c1ccc(F)c(C(=O)NCCC(C)C)c1,-1,-1,13,-17,7,-1,-12,-11,3
CCCCC(=O)Nc1ccc2c(c1)C(=O)NC2=O,-4,-4,4,-2,13,-2,-8,-1,-16
Cc1ccc(-n2c(SCC(=O)OC(C)C)nnc2-c2ccccn2)cc1,-2,0,5,8,3,8,-10,0,-2
CC(C)(C)NC(=O)CN(C(=O)C1(C)CC(=O)N=C2C=CC=CN21)C1CCCC1 (centres undefined),-6,-2,4,1,7,3,-27,-5,-47
COC(=O)c1ccc(C)c(NS(=O)(=O)c2ccc3c(c2)OCCO3)c1,-8,0,2,13,-5,1,7,8,-3
COC(=O)C1=C(N)Oc2cc(C)n(CC3CCCO3)c(=O)c2C1c1ccc(Cl)cc1 (centres undefined),7,2,3,10,5,7,18,14,-6
CCCCOC(=O)c1ccc(Nc2ncnc3nc[nH]c23)cc1,2,-5,-31,18,8,9,-5,0,7
CCn1c(N2CCC(Cc3ccccc3)CC2)nc2c1c(=O)[nH]c(=O)n2C,-1,1,3,19,4,28,0,1,6
N#CC(C(=O)C12CC3CC(CC(C3)C1)C2)c1nc2ccccc2[nH]1 (centres undefined),3,8,7,6,0,5,5,10,8
COc1ccc(C)cc1NC(=O)C1CCN(S(=O)(=O)c2cccc3cccnc23)CC1,-7,-1,8,12,2,0,-6,11,12
O=C(O)CCc1ccc(-c2ccc(F)cc2)n1Cc1ccco1,-6,-3,-1,-9,-1,-2,-6,-8,7
CN(CCCNC(=O)COc1cc(=O)n(C)c2ccccc12)Cc1ccccc1,7,-6,1,24,2,10,3,-1,0
O=C(NC1CCCCC1)n1c(=O)oc2ccccc21,-2,1,11,-2,0,7,6,1,1
COc1ccccc1NC(=O)C(C/C=C(\C)Cl)C(C)=O (centres undefined),-7,6,4,7,-3,-19,-109,-1,.
CCOc1ccccc1NC(=O)CCSc1nc2n[nH]c(C)c2c(=N)n1-c1ccccc1Cl,-7,1,-15,-2,-7,0,-3,9,-3
CCOc1ccc(C(=O)Nc2ccncc2)cc1,3,2,3,5,7,10,2,-2,21
CCCN1C(=O)c2ccccc2NC1c1ccc(OC)cc1O (centres undefined),-1,-5,3,2,-1,-2,-27,-3,-26
C=C(C)CSc1nnc(CCNC(=O)OC(C)(C)C)o1,9,7,-1,-5,10,6,-11,-8,1
COc1ccccc1Oc1ccc(S(=O)(=O)N2CCCC2)cc1,5,4,2,15,-4,1,0,9,4
Cc1c(NC(=O)C2CCCN2C(=O)c2cccs2)c(=O)n(-c2ccccc2)n1C (centres undefined),-1,-1,-10,10,-1,-1,-12,7,17
CCn1c(=O)c2c(nc3n2CC(C)CN3CCc2ccccc2)n(C)c1=O (centres undefined),-11,7,17,-16,-21,-38,-82,-38,-2
O=C1Cn2c(nc3ccccc32)-c2ccccc2N1,2,-4,4,-2,9,0,2,-2,1
C/C(CC(O)c1ccc2ccccc2n1)=N/O (centres undefined),-2,10,-20,12,0,-6,-21,3,-9

Part of the list above, as labelled records.
CC(C)(C)S(=O)(=O)c1c(C(=O)O)cccc1C(=O)O
  CatB mix inh: 5	CatB block: 6	FXIIa mix inh: 4	AP complement: -7	CatS inh: 20	FXIa inh mix: -8	C1s inh: -41	Cathepsin G inh: -14	CatL inh: 3
Cc1ccccc1OCc1nnc(SCC(=O)NCc2ccccc2)n1C
  CatB mix inh: -3	CatB block: 2	FXIIa mix inh: 10	AP complement: 10	CatS inh: -9	FXIa inh mix: 4	C1s inh: 5	Cathepsin G inh: 8	CatL inh: 2

(more compounds)
SMILES,CatB mix inh,CatB block,FXIIa mix inh,AP complement,CatS inh,FXIa inh mix,C1s inh,Cathepsin G inh,CatL inh
CC(C)(C)C1CCc2nc(NC(=O)Cc3cn4ccsc4n3)sc2C1 (centres undefined),3,3,0,13,-11,2,7,8,0
Cc1ccc(SCCNS(=O)(=O)c2ccc3c(c2)OCCO3)cc1,7,1,13,13,0,7,3,1,12
COc1ccc(C(c2nnnn2CCc2ccccc2)N2CCN(C3CCCC3)CC2)cc1OC (centres undefined),-2,0,-11,-8,-3,-2,-25,5,1
O=C(Nc1ccccc1C(=O)OC1CCOC1=O)c1ccco1 (centres undefined),-5,-5,4,-5,-10,-10,-73,-13,3
CCCOC(=O)CCc1n[nH]c(=O)[nH]c1=O,3,2,3,12,6,7,7,7,-1
Cc1ccc(NC(=O)CS(=O)CC(=O)Nc2ccc(N3CCOCC3)cc2)cc1Cl (centres undefined),-1,-3,3,-26,6,0,-22,-17,-1
Cc1nn(CC(=O)NCc2cccnc2)c(=O)c2ccccc12,-3,9,10,21,-4,3,6,46,.
CC(C)C(=O)N1CCc2cc(-c3csc(N)n3)ccc21,-3,10,3,-2,3,-12,-25,3,15
COc1ccc(-c2ccc(SCC(=O)N3CCOCC3)nn2)cc1OC,5,-8,-14,29,-4,6,7,0,-12
COC(=O)C1=C(C)N(CCC2=CCCCC2)C(=O)C1,-1,4,1,17,-16,-3,-15,-14,-11
O=C(Nc1nccs1)c1ccc(S(=O)(=O)NCc2cccs2)cc1,-1,1,0,-6,7,1,12,13,15
Cc1nnc(NC(=O)CSc2ccccn2)s1,-7,-7,11,27,-17,-16,-45,-4,-14
Cc1noc(C(=O)Nc2ccc3c(c2)OCO3)c1Cl,6,8,4,2,4,5,10,17,6
CCOC(=O)CSc1nnc(CNC(=O)c2cccs2)n1Cc1ccccc1,6,-1,16,5,12,10,-2,1,5
